NR2E3 ag-1 = NR2E3 (human) agonism. GST-NR2E3/biotin-RetCOR TR-FRET, 1536-well. inhibition of corepressor binding, % at 4.78 µM. 320,000 compounds, 0.12% hits. AID 2300;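 active = percent inhibition above the cutoff of mean plus 3 SD of all tested compounds, set per screening campaign, cut at about 20% in these data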;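 also: 0% = DMSO wells and 100% = biotin wells as full block of FRET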
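Test system – NR2E3–RetCOR corepressor complex · Quantity – NR2E3 fusion 1.35 nM · Buffer or medium – Tris pH 7.5 · Incubation – Compound–protein incubation for 5 h at 4 °C · Technique – TR-FRET, Eu(K)-anti-GST donor, streptavidin-D2 acceptor, ex 340, em 617/671 nm · Evaluation – percent inhibition of 671/617 nm emission ratio versus biotin and DMSO controls · Plate – 1536-well format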
TRPM1 prom inh = MITF TRPM1 promoter inhibition in SK-MEL-5 cells | SK-MEL-5 TRPM1 promoter luciferase, 24 h | inhibition, % at 12.5 µM | 330,000 compounds, 0.83% hits;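 active = mean inhibition across replicates of 60% or more, whatever share of single replicates reaches that level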; also: values of inactives mirror those of a sister screen read the other way
NR2E3 ag-2 = activates human NR2E3 receptor. inhibition of corepressor binding, % at 3.98 µM. Q9Y5X4. 360,000 compounds, 0.35% hits. CHO-S Gal4-NCOR/VP16-NR2E3 two-hybrid, luciferase. AID 602229;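 active = inhibition above the mean of all tested compounds plus 3 SD, cut at about 70% in these data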;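 also: 0% = DMSO with NR2E3 transfected cells and 100% = cells lacking NR2E3 construct; higher means lower luciferase signal from less NR2E3 corepressor binding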
Peg3 prom inh = Peg3 promoter activity inhibition; HeLa PEG-Prom luciferase reporter, luminescence, overnight; inhibition, % at 20 µM; 360,000 compounds, 1.7% hits; AID 588405;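 active = inhibition of at least 50% at 20 µM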
iPSC survival up = enhancers of human iPSC single-cell survival. hiPSC single-cell survival, ATPlite luminescence; 100% = ROCK inhibitor wells, 0% = DMSO. AID 602274. survival enhancement, % at 20 µM. 360,000 compounds, 0.044% hits; in the data active = survival enhancement above about 18%;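 also: cells exposed to compounds for 16 hours before the ATP read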
Shn3 inh set2 = reduces Shn3 3'UTR luciferase signal in osteoblasts; Clone20 osteoblast Shn3 3'UTR firefly luciferase, 24 h; inhibition, % at 12.5 µM; 360,000 compounds, 0.52% hits;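 active = mean inhibition of at least 75% with every replicate also reaching 75%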;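 also: 0% = median of neutral control wells and 100% = pilot-screen positive control compound; some compounds past the cut are filed as inactive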
m5-HT2A agonist = activates the mouse 5-HT2A serotonin receptor; 360,000 compounds, 0.66% hits; CHO-K1 mHTR2A beta-arrestin complementation, luminescence; percent of 30 µM serotonin response; P35363; AID 624169; activation, % at 7.6 µM;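 active = activation above a run cutoff, the mean activation of all tested compounds plus 3 SD, cut at about 14% in these data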;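 also: 0% = plate median of compound wells and 100% = 30 µM serotonin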
Target sequence (P35363 whole entry, looked up): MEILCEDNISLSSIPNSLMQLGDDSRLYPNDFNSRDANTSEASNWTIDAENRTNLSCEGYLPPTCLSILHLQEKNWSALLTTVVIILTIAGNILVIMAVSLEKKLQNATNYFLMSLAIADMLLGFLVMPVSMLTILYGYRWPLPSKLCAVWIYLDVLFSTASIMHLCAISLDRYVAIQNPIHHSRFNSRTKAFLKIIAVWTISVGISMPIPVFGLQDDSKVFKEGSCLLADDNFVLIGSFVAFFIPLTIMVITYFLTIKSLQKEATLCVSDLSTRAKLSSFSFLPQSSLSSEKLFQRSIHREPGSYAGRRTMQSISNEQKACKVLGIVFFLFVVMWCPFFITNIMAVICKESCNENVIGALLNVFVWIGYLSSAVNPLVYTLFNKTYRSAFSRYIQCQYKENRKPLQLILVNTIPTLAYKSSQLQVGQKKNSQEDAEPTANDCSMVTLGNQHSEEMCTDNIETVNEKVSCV
H9c2 protect = protects H9c2 cardiomyocytes from peroxide injury. H2O2 injury protection, ATPLite, 2 h. protection from H2O2 cell death, % at 20 µM. 360,000 compounds, 0.63% hits;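 active = compounds giving at least 50% protection of heart cells from peroxide-induced death in the single-dose screen, raw or plate-pattern-corrected value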;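 also: 0% = DMSO wells with peroxide and 100% = DMSO wells without peroxide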
HIF-2a inh = HIF-2a inhibition | 360,000 compounds, 0.72% hits | AID 624352 | inhibition, % at 18.8 µM | 786-0 RCC cells HIF-2a reporter, luciferase luminescence, overnight;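 active = inhibition of the luminescence signal of 40% or more relative to plate controls, in a single-dose primary screen at 18.75 µM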
CaV13 FRET inh = Disruptors of the CACNA1D IQ motif to Ca2+-dependent inactivation inhibitor domain association, primary screening, Förster resonance energy transfer in intact living …; HEK cells, CFP/YFP FRET ICDI-IQ, plate reader, 10 min; percent FRET-ratio fall versus neutral wells; inhibition, % at 12.3 µM; 340,000 compounds, 0.098% hits;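 active = mean replicate inhibition of at least 30% and at least 1% of replicates passing that level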;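 also: 0% = median of the neutral control wells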
PDI turbidity = inhibitors of human protein disulfide isomerase; 350,000 compounds, 0.052% hits; AID 588391; PDI insulin aggregation turbidity, A650, 90 min; P07237; inhibition, % at 10 µM;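 active = mean inhibition across replicates of 30% or more, whatever share of single replicates reach that level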;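 also: absorbance from insulin aggregation driven by PDI reduction with DTT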
Target sequence (P07237 whole entry, looked up): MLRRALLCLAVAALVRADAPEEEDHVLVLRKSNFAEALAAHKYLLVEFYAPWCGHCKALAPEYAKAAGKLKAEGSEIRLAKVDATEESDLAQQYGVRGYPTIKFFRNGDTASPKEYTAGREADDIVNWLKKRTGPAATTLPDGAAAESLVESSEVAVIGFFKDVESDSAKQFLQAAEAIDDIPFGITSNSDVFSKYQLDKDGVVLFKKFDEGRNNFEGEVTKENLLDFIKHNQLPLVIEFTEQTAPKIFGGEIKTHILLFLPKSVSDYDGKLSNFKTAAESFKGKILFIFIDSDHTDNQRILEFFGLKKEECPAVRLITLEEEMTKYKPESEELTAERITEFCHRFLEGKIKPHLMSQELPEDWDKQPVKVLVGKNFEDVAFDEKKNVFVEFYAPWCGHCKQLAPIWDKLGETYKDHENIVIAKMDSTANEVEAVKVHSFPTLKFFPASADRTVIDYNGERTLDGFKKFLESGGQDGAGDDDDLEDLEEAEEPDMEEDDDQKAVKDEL
Numbers without * were called inactive; / = not tested or not shown.

Second line of a record – NR2E3 ag-1, TRPM1 prom inh, NR2E3 ag-2, Peg3 prom inh, iPSC survival up, Shn3 inh set2, m5-HT2A agonist, H9c2 protect, HIF-2a inh, CaV13 FRET inh, PDI turbidity
1) CCCCCc1ccc(-c2ccc(/C=C/C(N)=O)cc2)nc1
→ 1.1, -3.5, -112.0, -36.8, -0.2, -29.8, -1.2, 0.0, -66.9, -5.4, -2.0
2) COc1ccc2oc(=O)c(C(=O)NCc3ccccc3)cc2c1
→ 2.6, 7.7, -16.3, -33.3, -0.4, -11.9, -3.8, -2.7, -2.0, -3.0, -6.0
3) CCn1c(=O)c(C(=O)NCc2cccnc2)c(O)c2ccccc21
→ 2.2, 6.1, -24.8, 15.5, -1.6, -5.4, -1.0, -2.6, 14.8, -3.5, 2.4
4) CCC(=O)Nc1ccc(NC(=O)c2c(C)nc3ccccn23)cc1
→ -1.0, -10.8, -18.6, 3.6, -1.1, -5.7, 0.9, 12.4, -38.9, -10.2, -3.0
5) CC(Oc1ccc2c3c(c(=O)oc2c1)CCCC3)C(=O)NCC1CCC(C(=O)O)CC1 (stereo unspecified)
→ -0.9, 7.1, -35.4, 9.3, -0.3, -20.0, 1.9, 0.5, 2.4, -16.1, 12.5
6) Cc1cc(=O)[nH]c(SCc2nc3ccccc3n2Cc2ccccc2)n1
→ 3.1, 10.4, -5.0, -1.2, -0.7, -21.1, -1.5, 27.6, 21.5, -11.7, -6.0
7) O=C(COC(=O)Cc1ccccc1F)NC(=O)NC1CCCC1
→ /, -6.7, -19.5, -5.0, -0.4, 11.2, -7.2, 3.7, 10.5, -1.7, -5.6
8) CC(=O)NC(c1ccc(Cl)cc1)c1ccc2cccnc2c1O (stereo unspecified)
→ /, 54.9, -16.7, 60.2*, 0.9, 87.3*, -12.1, 29.6, 16.7, -5.1, -12.5
9) O=C1Nc2ccc([N+](=O)[O-])cc2OC1CCN1CCN(c2ccccc2)CC1 (stereo unspecified)
→ 3.9, 12.0, 5.1, 2.1, 0.2, -6.0, 6.1, 0.5, 13.1, 7.0, 8.1
10) CCOC(=O)c1nc(NCCc2ccccc2)sc1C
→ 0.1, -69.1, -82.4, -165.5, -0.4, -27.9, -3.8, -1.8, -203.5, -2.1, -5.2
11) COc1ccc(/C=N/c2c(-c3ccco3)nc3ccccn23)cc1OC
→ 0.1, -11.2, 6.3, -83.2, -1.2, -15.1, 6.8, 22.3, -25.6, -5.0, -19.3
12) CCc1ccc(NC(=O)CS(=O)CC(=O)Nc2ccc(N3CCOCC3)cc2)cc1 (stereo unspecified)
→ 6.7, 4.5, -3.1, -13.3, -0.3, 9.3, 13.9, -0.9, 18.7, -3.9, -0.6
13) CC(C)=CC1C=C(C)C(C)C2C(=O)NNC(=O)C12 (stereo unspecified)
→ 4.1, 7.8, -3.1, 7.7, -1.4, -10.0, -0.1, -0.9, -2.5, -7.7, 1.2
14) COc1ccc2c(Cl)c(-c3nnc(SCC(=O)c4ccccc4)n3C)sc2c1
→ -4.2, 5.2, 2.3, -11.2, 2.9, -3.3, -0.1, -19.4, -16.7, /, -15.0
15) OCCC1CN(C2CCN(c3ccccc3F)CC2)CCN1Cc1ccccc1 (stereo unspecified)
→ -0.6, 1.1, 2.0, 1.9, 0.8, -0.3, -9.1, 8.9, 1.8, -5.8, 5.6
16) CCCS(=O)(=O)N1CCN(c2ccccn2)CC1
→ 2.7, 9.7, -0.1, -9.7, 2.2, -17.8, 0.0, 0.2, 2.7, -3.3, -6.4
17) O=C(c1ccco1)N1CCN(C(=O)c2cc(-c3ccccn3)nc3ccccc23)CC1
→ -0.1, -1.5, -4.7, 2.9, 1.0, 0.0, -1.8, -1.0, 10.0, -3.6, 13.9
18) CCOC(=O)N1CCN(C(=O)CSc2ccc(C(=O)OC)cc2[N+](=O)[O-])CC1
→ 3.0, 11.6, -28.6, 6.7, 0.1, -1.9, -7.8, 7.8, 8.6, -20.2, 5.9
19) CCO[C@@H]1OC(C(=O)O)=C[C@H](c2ccc(Br)cc2)[C@H]1CCCO
→ -3.3, -5.2, 23.4, 4.3, -3.9, 0.8, 2.1, 5.8, 7.3, -10.3, -7.2
20) COc1cccc(Cn2cnc(-c3ccccc3OC)c2-c2cccs2)c1
→ /, /, 16.5, /, -0.4, /, 23.6*, /, -1.8, -7.0, /

Later entries.
Second line of a record – NR2E3 ag-1, TRPM1 prom inh, NR2E3 ag-2, Peg3 prom inh, iPSC survival up, Shn3 inh set2, m5-HT2A agonist, H9c2 protect, HIF-2a inh, CaV13 FRET inh, PDI turbidity
21) Cc1ccnc(NC(=O)CC(c2ccccc2)c2ccccc2)n1
→ 2.5, -10.0, 3.3, 12.4, 0.6, 20.5, 0.7, 8.5, 15.1, -2.8, 1.6
22) COc1ccccc1C(=O)C1CCCN(C(=O)CN2CCCCC2=O)C1 (stereo unspecified)
→ 2.0, -4.5, -6.7, -61.2, 6.3, -8.6, 2.5, -0.2, -66.6, -18.0, -6.0
23) COc1ccc(C(C#N)N2N=C(C)CC2c2ccccc2)cc1OC (stereo unspecified)
→ -0.3, -1.1, -12.2, 9.1, -0.2, -7.2, 0.7, -7.0, 7.9, -2.2, -0.4
24) O=C(Nc1ccc(-c2nc3ccc(NC(=O)c4cccs4)cc3[nH]2)cc1)c1cccs1
→ -53.0, 79.1*, -4.7, 65.6*, -0.7, 77.5, 0.5, 45.6, 15.1, -8.5, -0.7
25) CCCCNC(=O)c1ccccc1NS(=O)(=O)c1ccc2c(c1)OCCO2
→ 0.1, 0.4, -0.5, 11.9, 0.5, 1.1, -9.5, 3.7, 10.1, -3.3, 13.6
26) O=C(Nc1cccnc1)c1cc(-c2ccc(Br)cc2)nc2ccccc12
→ 3.8, -14.1, -46.9, -20.5, 4.1, -14.0, -2.0, 1.8, -65.3, -1.9, -11.9
27) CN(C)CCCN(C(=O)c1ccc(S(=O)(=O)N2CCCC2)cc1)c1nc2c(F)cc(F)cc2s1
→ -3.0, -6.4, 18.0, -4.3, -0.4, 3.2, -3.9, 1.3, -18.9, -6.0, 6.5
28) C=Cc1ccc(Cn2c(C)c(C(=O)NCc3ccccc3C(F)(F)F)sc2=O)cc1
→ /, /, -0.8, 15.7, -0.6, -14.1, -6.1, -4.2, -2.4, 7.4, 2.0
29) CCc1n[nH]c(=S)n1/N=C/c1ccccc1OCc1ccc(Cl)cc1
→ 5.1, -5.8, -46.1, -52.4, -0.1, -23.3, 5.5, -4.7, -12.9, -2.7, 2.3
30) Cc1ccc(Sc2nc3ccc(C)cn3c(=O)c2/C=N/O)cc1
→ -0.1, 12.8, -29.4, 29.0, -0.8, -23.8, -4.7, -13.4, 16.5, -5.2, 2.0
31) CS(=O)(=O)N1CC(C(=O)NC2CC2)Oc2ccc(Cl)cc21 (stereo unspecified)
→ -0.9, 1.5, -12.4, 8.6, -1.7, -15.7, -6.6, -2.9, 10.6, -5.2, -1.1
32) COc1cc(NC(=S)N2CCN(S(=O)(=O)c3ccc(F)cc3)CC2)cc(OC)c1
→ /, 10.3, -14.3, 26.6, -0.4, 17.9, 0.9, -1.6, 12.9, -2.2, -2.9
33) Cc1cc(=O)[nH]c(SCc2cn3ccccc3n2)n1
→ 3.8, 6.1, -0.7, -7.4, -0.3, -2.3, -1.7, 3.9, 2.0, -5.6, 9.3
34) CCc1ccc(C2=NN(C(=O)OC)C(O)(C(F)(F)F)C2)cc1 (stereo unspecified)
→ 0.6, -32.2, -109.7, -106.3, -4.9, -33.6, 8.8, -15.9, -92.8, /, -6.9
35) O=C(COC(=O)Cn1cnc2ccccc2c1=O)Nc1ccccc1Sc1ccc(Cl)cc1
→ -0.5, 10.7, -24.8, 10.5, 5.2, -20.6, -5.0, 5.2, 7.1, -4.7, -0.8
36) CS(=O)(=O)N1CCN(C(=O)c2ccc(Cl)s2)CC1
→ -1.6, 4.3, -5.6, 7.4, -1.1, -12.1, 2.3, -1.0, 11.1, 0.4, -1.9
37) CCSc1nsc(NC(=O)Nc2cccc(F)c2)n1
→ 2.9, 42.9, 93.0*, -92.0, -0.4, 43.3, 5.3, -16.1, -244.2, -0.7, 2.5
38) COc1cc2c(C(=O)Nc3ccccc3F)cn(C)c(=O)c2cc1OC
→ 0.7, 5.8, -11.1, 10.0, 0.8, -4.4, -6.3, 6.0, 22.8, -1.9, 2.5
39) Cc1ccc2c(c1)n([O-])c1c([n+]2=O)CCCC1
→ 0.7, -4.5, -17.3, 5.2, -2.1, -15.0, 0.9, -1.2, -3.6, -5.4, -5.9
40) COCCN(C(=O)CSc1nnc(-c2ccccc2F)n1C)c1c(N)n(Cc2ccccc2)c(=O)[nH]c1=O
→ 5.8, 1.3, 2.7, 26.8, 0.3, -11.1, 7.4, -1.7, 14.4, -4.7, -3.9
41) CCNCC(=O)Nc1c(C)cccc1C
→ -1.1, -11.6, -25.8, 3.7, 1.7, 8.5, 0.8, 9.7, -8.3, -5.5, 0.7

Some of these compounds in order of the Peg3 prom inh value, ascending:
nr	Molecule	Peg3 prom inh
35	O=C(COC(=O)Cn1cnc2ccccc2c1=O)Nc1ccccc1Sc1ccc(Cl)cc1	10.5
25	CCCCNC(=O)c1ccccc1NS(=O)(=O)c1ccc2c(c1)OCCO2	11.9
21	Cc1ccnc(NC(=O)CC(c2ccccc2)c2ccccc2)n1	12.4

Ordered by molar mass (low to high): 6 of the compounds above.
Second line of a record – NR2E3 ag-1, TRPM1 prom inh, NR2E3 ag-2, Peg3 prom inh, iPSC survival up, Shn3 inh set2, m5-HT2A agonist, H9c2 protect, HIF-2a inh, CaV13 FRET inh, PDI turbidity
41) CCNCC(=O)Nc1c(C)cccc1C
→ -1.1, -11.6, -25.8, 3.7, 1.7, 8.5, 0.8, 9.7, -8.3, -5.5, 0.7
30) Cc1ccc(Sc2nc3ccc(C)cn3c(=O)c2/C=N/O)cc1
→ -0.1, 12.8, -29.4, 29.0, -0.8, -23.8, -4.7, -13.4, 16.5, -5.2, 2.0
26) O=C(Nc1cccnc1)c1cc(-c2ccc(Br)cc2)nc2ccccc12
→ 3.8, -14.1, -46.9, -20.5, 4.1, -14.0, -2.0, 1.8, -65.3, -1.9, -11.9
32) COc1cc(NC(=S)N2CCN(S(=O)(=O)c3ccc(F)cc3)CC2)cc(OC)c1
→ /, 10.3, -14.3, 26.6, -0.4, 17.9, 0.9, -1.6, 12.9, -2.2, -2.9
24) O=C(Nc1ccc(-c2nc3ccc(NC(=O)c4cccs4)cc3[nH]2)cc1)c1cccs1
→ -53.0, 79.1*, -4.7, 65.6*, -0.7, 77.5, 0.5, 45.6, 15.1, -8.5, -0.7
35) O=C(COC(=O)Cn1cnc2ccccc2c1=O)Nc1ccccc1Sc1ccc(Cl)cc1
→ -0.5, 10.7, -24.8, 10.5, 5.2, -20.6, -5.0, 5.2, 7.1, -4.7, -0.8

Bioassay records from PubChem.
